High-throughput results deposited in PubChem BioAssay by The Scripps Research Institute Molecular Screening Center.
AHR activator = human AHR activation | P35869 | AHR-responsive luciferase reporter cells, luminescence | activation, % at 5 µM | 320,000 tested, 2.5% active | AID 2796; in the data active means activation above about 47%;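 further: 0% = vehicle wells and 100% = reference agonist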
proCasp3 act = activates human procaspase-3. activation, % at 8.5 µM. 330,000 tested, 0.11% active. AID 463141. P42574. recombinant procaspase-3 D3A, Ac-DEVD-pNA absorbance 405 nm;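 active means activation above the mean of all tested compounds plus 3 SD, cut at about 21% in these data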;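 further: 0% = DMSO alone and 100% = DMSO wells spiked with extra 5 µM PC-3 D3A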
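Assay system – Procaspase-3 D3A mutant, all three cleavage aspartates alanine · Controls – DMSO-only low control, 5 µM PC-3 D3A high control · Schedule – 1 h compound preincubation, 2 h substrate hydrolysis at 25 °C · Signal – 405 nm absorbance of p-nitroaniline, reads at 0 and 120 min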
CTSL1 counter = counter-screen for PFM18AAP inhibitors: inhibitors of F. hepatica cathepsin L1; inhibition, % at 5.96 µM; 300,000 tested, 0.49% active; recombinant F. hepatica cathepsin L1, Z-Leu-Arg-MCA fluorescence;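 active means inhibition above the mean of all tested compounds plus 3 SD, set per screening campaign, cut at about 17% in these data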;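 further: 0% = plate median of test compound wells and 100% = 1 µM Z-Phe-Ala-diazomethylketone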
PAFAH2 FP inh = PAFAH2 (human) inhibition | Q99487 | recombinant PAFAH2, FP-rhodamine activity probe, fluorescence polarization | inhibition, % at 3.39 µM | 340,000 tested, 0.99% active;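 active means inhibition above the mean over all tested compounds plus 3 SD, cut at about 30% in these data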;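 further: inhibitors block probe labeling of enzyme so polarization drops; 0% = enzyme with DMSO and 100% = wells lacking PAFAH2 protein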
procasp7 counter = activates human procaspase-7, counter-screen for procaspase-3 activators | P55210 | recombinant procaspase-7, Ac-DEVD-pNA absorbance 405 nm; D23A/D198A/D206A triple mutant, cannot self-cleave; scale: DMSO 0, 5 µM enzyme 100 | activation, % at 8.5 µM | 330,000 tested, 0.093% active | AID 463210;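 active means percent activation above the screen-wide mean plus 3 SD, cut at about 25% in these data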
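Detection: p-Nitroaniline absorbance at 405 nm, read at 0 and 120 min; system: Uncleavable procaspase-7 mutant enzyme; evaluation: % activation from two-timepoint absorbance difference, scaled to controls; times: 1 h enzyme–compound preincubation and 2 h substrate reaction, both 25 °C; buffer or medium: Zinc-free HEPES pH 7.4 with 300 mM NaCl, 0.01% Triton X-100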
PP5 inh = blocks human protein phosphatase 5 activity | AID 1987 | purified PP5c, OMFP substrate fluorescence | 320,000 tested, 0.18% active | inhibition, % at 6.7 µM | P53041;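 active means inhibition above the campaign's mean inhibition across all tested compounds plus 3 SD, cut at about 9.5% in these data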;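 further: 0% = DMSO only and 100% = 100 µM cantharidin control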
TPT1 inhibitor = inhibitors of Candida albicans tRNA 2'-phosphotransferase TPT1; recombinant caTPT1, FP RNA substrate dephosphorylation; inhibition, % at 5 µM; 300,000 tested, 0.81% active; AID 1962;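 active means inhibition above the mean of all tested compounds plus 3 SD, set per screening campaign, cut at about 24% in these data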;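 further: plate controls were DMSO alone for no effect and ferristatin control at 100 nM for full effect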
HCV core dimer = blocks dimerization of HCV core protein; inhibition, % at 5 µM; TR-FRET GST/Flag-core106 dimerization, 1536-well; 300,000 tested, 0.33% active;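 active means inhibition above the mean of all tested compounds plus 3 SD, set per screening campaign, cut at about 45% in these data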
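Assay system: GST-tagged and Flag-tagged HCV core protein residues 1-106 / Times: compound-protein-antibody incubation 4 h at 22.5 °C / Signal: time-resolved FRET, ex 340 nm, em 617 and 671 nm / Evaluation: % inhibition based on acceptor/donor emission ratio / Benchmarks: wells lacking GST-core106 and wells with excess unlabelled core106 / Repeats: singlicate, one well per compound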
PP1 counter = PP1-alpha (human) inhibition in PP5 counter-screen | P62136 | purified PP1alpha, OMFP fluorescence | inhibition, % at 6.7 µM | 320,000 tested, 0.9% active | AID 2235;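 active means inhibition above the mean inhibition of all tested compounds plus 3 SD, computed separately for each screening campaign, cut at about 15% in these data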
* marks the source's active call; other numbers are inactive results; . = not tested or not shown.

SMILES	AHR activator	proCasp3 act	CTSL1 counter	PAFAH2 FP inh	procasp7 counter	PP5 inh	TPT1 inhibitor	HCV core dimer	PP1 counter
O=c1cc(O)c(-c2ccc(Cl)cc2)c(Cl)[nH]1	0.4	-6.2	3.9	3.4	-0.7	-1.2	-2.2	-10.6	-3.2
COc1cc(/C=c2/sc3nc(-c4ccccc4)c(-c4ccccc4)n3c2=O)cc(OC)c1OC	1.5	-2.7	3.8	-9.3	-11.7	-0.3	-1.8	15.0	-2.8
CCCOc1cccc(C(=O)NC(=S)Nc2cccc(NC(=O)c3ccccc3Cl)c2)c1	14.5	-1.2	0.5	-31.0	-6.1	0.8	0.4	22.5	1.9
C/C(=N/NC(=O)C1CCN(S(=O)(=O)c2ccc(C)cc2)CC1)c1cccc([N+](=O)[O-])c1	3.1	1.7	3.6	3.3	3.0	2.6	-4.1	0.9	0.6
COC(CNC(=O)C1CCCCC1C(=O)O)OC (stereo not given)	0.8	0.7	4.0	4.9	-0.6	-0.3	-1.9	-11.1	0.5
O=C1NC(CCc2ccccc2)C(=O)N1Cc1ccc(Br)cc1 (stereo not given)	3.7	3.0	0.5	4.0	4.7	0.1	-3.5	4.0	-0.9
CSCCC(Nc1ccc(S(=O)(=O)N2CCOCC2)cc1[N+](=O)[O-])C(=O)OCC(=O)N(C(C)C)C(C)C (stereo not given)	-0.9	1.2	-2.9	-1.0	13.2	2.5	0.7	0.8	1.0
O=c1cc(CN2CCN(c3ccccc3F)CC2)c2cc(O)c(-c3ccccc3)cc2o1	17.3	-7.3	1.8	-4.3	-11.2	-1.2	-0.2	11.1	-2.5
CCN(CCNC(=O)Cn1c(=O)sc2ccccc21)c1ccccc1	0.9	3.3	1.2	4.1	-1.5	1.2	1.9	-2.6	-0.4
Cc1ccc(S(=O)(=O)N2CCN(C(=O)c3cc4c(s3)CCCC4)CC2)cc1	1.9	0.8	.	4.9	-3.0	-1.7	.	.	-5.3
CCN(CC(=O)NCc1ccc(Cl)cc1)C(=O)CN1C(=O)NC(C)(c2ccccc2)C1=O (stereo not given)	-2.1	-2.3	3.3	-7.0	7.8	2.0	-3.2	-8.8	-0.2
CCOC(=O)C1CCN(C(=O)Cc2ccc(-c3ccccc3)cc2)CC1	0.1	-3.9	-4.9	6.5	-10.6	0.5	1.7	0.0	0.0
CCCc1cc(NCc2ccccn2)n2c(nc3ccccc32)c1C#N	6.7	4.4	4.6	10.0	10.5	1.0	-1.3	0.4	0.7
Cc1cc(C)c(C2=Nn3c(C)nnc3SC2C)cc1C (stereo not given)	2.3	2.1	-1.4	0.5	-8.1	-0.2	2.4	-4.1	-0.1
Cc1cccc(-c2noc(CCC(=O)Nc3ccccc3)n2)c1	-1.0	-7.0	0.0	4.5	-0.1	2.1	-1.5	-1.5	0.9
CCc1nc(N2CCOCC2)c(C#N)c2c1CCCC2	5.1	6.9	4.8	-0.3	-6.8	-5.5	3.2	-4.6	-7.8
Cc1ccc(NCc2nnc(SCC(=O)Nc3cccc(O)c3)n2CC2CCCO2)c(C)c1 (stereo not given)	1.3	9.6	0.4	8.3	-2.8	7.3	0.7	-5.9	-6.2
COc1ccc(CCN(C)CCCN2CC(c3ccccc3)CC2=O)cc1OC (stereo not given)	3.9	-5.2	1.8	-1.2	-3.4	2.3	-2.3	-19.7	3.0
Cc1ccc(C)n1-c1ccc(C(=O)NCC2CCCO2)cc1 (stereo not given)	-2.1	14.6	1.1	-3.7	3.7	-0.9	-0.2	6.0	-1.0
O=C1/C(=N\O)Cc2ccccc21	5.1	0.0	2.3	5.4	-0.9	-0.5	-0.1	-8.0	-3.1
CCOC(=O)c1cn(C2CC2)c2c(F)c(NCCCN(C)C)c(F)cc2c1=O	3.2	-1.7	0.0	5.3	2.5	-1.1	0.5	-0.9	-1.3
CN1CCN(C(=O)Cn2c(C(F)(F)F)nc3ccccc32)CC1	-0.8	-1.1	-2.4	3.9	-5.5	0.1	-2.7	-4.9	0.8
Cn1c(CNC(=O)CCNC(=O)c2ccccc2F)cc(=O)n(C)c1=O	1.7	4.0	-0.1	7.3	6.9	-1.9	0.4	-3.2	-4.4
CCOc1ccc(N2C(=O)/C(=C\c3ccc(OC)c(O)c3)S(=O)(=O)C2c2cccc([N+](=O)[O-])c2)cc1 (stereo not given)	4.4	4.3	-1.6	-7.6	-1.8	0.1	0.7	24.7	1.5
CCOC(=O)c1cnn(-c2nc(-c3ccccc3)nc3c2COC(C)(C)C3)c1N	-6.4	-7.9	-2.2	-3.2	2.9	-0.1	-2.7	-7.3	2.2

Single entries from the entries so far.
CCCOc1cccc(C(=O)NC(=S)Nc2cccc(NC(=O)c3ccccc3Cl)c2)c1 in TPT1 inhibitor: 0.4
CCOC(=O)c1cn(C2CC2)c2c(F)c(NCCCN(C)C)c(F)cc2c1=O in AHR activator: 3.2
CCOc1ccc(N2C(=O)/C(=C\c3ccc(OC)c(O)c3)S(=O)(=O)C2c2cccc([N+](=O)[O-])c2)cc1 (stereo not given) in PP5 inh: 0.1
O=C1NC(CCc2ccccc2)C(=O)N1Cc1ccc(Br)cc1 (stereo not given) in PP5 inh: 0.1

Record cards (already shown):
Cn1c(CNC(=O)CCNC(=O)c2ccccc2F)cc(=O)n(C)c1=O across the screens: AHR activator = 1.7; proCasp3 act = 4.0; CTSL1 counter = -0.1; PAFAH2 FP inh = 7.3; procasp7 counter = 6.9; PP5 inh = -1.9; TPT1 inhibitor = 0.4; HCV core dimer = -3.2; PP1 counter = -4.4
C/C(=N/NC(=O)C1CCN(S(=O)(=O)c2ccc(C)cc2)CC1)c1cccc([N+](=O)[O-])c1 across the screens: AHR activator = 3.1; proCasp3 act = 1.7; CTSL1 counter = 3.6; PAFAH2 FP inh = 3.3; procasp7 counter = 3.0; PP5 inh = 2.6; TPT1 inhibitor = -4.1; HCV core dimer = 0.9; PP1 counter = 0.6

Remaining list, next part.
SMILES	AHR activator	proCasp3 act	CTSL1 counter	PAFAH2 FP inh	procasp7 counter	PP5 inh	TPT1 inhibitor	HCV core dimer	PP1 counter
CC(=O)N(Cc1cc2c(C)cc(C)cc2[nH]c1=O)C1CCCCC1	-0.5	3.4	-5.6	-1.6	6.2	3.2	1.7	-5.7	-2.2
O=C(NC(=S)N1CCN(Cc2ccccc2)CC1)c1ccco1	-0.3	-5.0	7.4	5.7	-11.8	-1.0	1.1	2.7	-2.7
O=C(COC(=O)c1cccnc1Cl)NCc1ccc2c(c1)OCO2	-2.9	-10.7	-6.2	6.0	-7.0	0.1	5.3	-2.7	-8.8
N/C(=N\OC(=O)CSc1ccccc1)c1cccc([N+](=O)[O-])c1	4.7	7.2	-41.5	14.5	4.7	-1.3	-3.6	-3.7	2.0
Cc1cc(=O)oc2cc(OCC(=O)NCC3CCCO3)ccc12 (stereo not given)	5.3	-8.4	-1.8	-0.5	3.7	1.1	0.1	-12.5	0.0
Cc1nn(-c2ccccc2)c(C)c1C(=O)OCC(=O)Nc1ccccc1	0.1	8.6	.	55.1*	11.0	1.5	.	.	-0.8
CC1(C)N=C(N)NC(Nc2ccccc2Cl)=N1	0.8	4.5	-1.1	3.7	3.2	2.8	-3.5	-0.9	2.2
O=C(Nc1nc2cc3c(cc2s1)OCCO3)c1cccs1	-6.2	-12.5	0.4	1.2	-1.9	6.2	1.6	-1.8	-2.0
COc1cc(OC)c(C(=O)OCC(=O)NC2CCCCCCC2)cc1OC	-0.8	-4.8	.	74.7*	-0.2	.	.	.	.
COn1c(-c2ccc(Cl)cc2)nc2ccc(Cl)cc21	29.6	-6.3	-0.7	-5.4	20.3	-1.5	0.3	0.3	-3.5
CC(C)(C)OC(=O)N[C@@H](Cc1ccccc1)c1nnc(S(=O)(=O)Cc2cccc(F)c2)o1	0.0	-30.1	31.5*	.	-33.7	0.9	-2.0	2.3	1.5
O=c1cc(C(F)(F)F)[nH]c2ccc(OC(F)(F)F)cc12	0.7	-11.3	0.6	.	2.2	0.1	3.3	-0.7	1.3
Cc1c(Br)c(C(=O)NCc2cc3cc(Cl)ccc3[nH]2)nn1C	11.7	-10.1	-2.8	-3.7	-3.5	0.8	-0.9	0.7	-0.5
CC1CCCCN1CCCNc1ccc(C(CC(N)=O)NC(=O)c2ccccc2)cc1[N+](=O)[O-] (stereo not given)	1.1	0.8	2.3	1.6	3.9	1.1	-3.6	-21.6	0.3
C[C@H](NC(=O)c1nc[nH]c1C(=O)N(C)Cc1ccccc1)C(=O)OC(C)(C)C	3.8	-0.3	-0.1	2.6	-0.8	-0.4	-0.8	-5.8	-4.5
CC(C)c1cc(Nc2cccc(O)c2)cc(C(C)C)c1O	2.5	-4.2	-0.2	.	-11.0	4.0	-34.6	53.0*	-0.6
CC(=O)N1CCOc2ccc(S(=O)(=O)NCc3ccc(F)cc3)cc21	1.2	6.0	4.0	-3.7	-1.6	0.0	-2.1	10.6	-4.7
COc1ccc(CCNC(=O)c2cccnc2SC)cc1	2.2	2.7	-1.8	-0.9	3.9	-1.2	2.0	0.1	-5.4
C=C1C(=O)[C@@]23[C@H](O)C[C@@H]4C(C)(C)CC[C@H](O)[C@@]4(C)[C@@H]2CC[C@@H]1[C@H]3O	-6.8	-1.9	0.1	0.3	-1.6	-1.4	0.6	1.6	-0.5
O=C(N/N=C/c1c[nH]c2ccccc12)c1ccc(Br)cc1	23.5	1.4	3.0	-1.6	-1.6	2.2	0.9	-0.9	3.0
COCCNS(=O)(=O)c1ccc2c(c1)oc(=O)c1cc(S(=O)(=O)NCCOC)ccc12	-2.3	1.4	0.2	.	14.1	-1.1	-0.5	2.2	-6.0
COc1ccc(NCC(=O)n2c(C)c(C)c3ccccc32)cc1	24.8	-2.7	2.1	9.2	-6.7	4.5	-2.2	5.0	-4.9
CC1CCCC(C)N1C(=O)COC(=O)c1cc(F)c(F)cc1Cl (stereo not given)	-0.1	-1.6	.	9.3	1.6	.	.	.	.
COc1cc(C(=O)N2CCC3(CC2)NCCc2[nH]cnc23)cc(OC)c1OC	-2.7	4.2	-0.5	4.1	-6.1	-1.8	-1.8	-6.4	-3.6
CCc1noc(C)c1C(=O)NNC(=O)c1ccccc1F	0.1	1.8	3.6	12.3	1.2	-2.2	-4.3	-0.8	-2.5
COC(=O)[C@@]1(Cc2ccc(OC)cc2)[C@H]2c3cc(C(=O)N4CCCC4)n(Cc4c(CO)[nH]cc(C)c4=O)c3C[C@H]2CN1C(=O)c1ccccc1	1.6	8.1	-2.7	.	6.3	4.6	-1.0	-1.9	-2.2
NCC(=O)NNC(=O)OCC1c2ccccc2-c2ccccc21	1.7	-2.8	0.7	-4.0	-0.2	2.7	-2.0	10.8	8.8
NS(=O)(=O)c1ccc(NC(=O)Nc2ccccc2)cc1	-0.4	2.9	-3.5	0.8	6.9	-2.3	-3.7	0.5	-6.0
O=C(c1ccco1)N(Cc1ccc2c(c1)OCO2)Cc1cc2cc3c(cc2[nH]c1=O)OCO3	5.4	5.3	-4.9	-8.0	0.4	-1.2	2.1	3.6	-6.9

No enrichment for hits; any-hit rate near 5.6%.
